PKA-R2B act: activators of human PKA-R2B complex | P22694+P31323 | PKA-R2B holoenzyme dissociation, Cy5-IP20 fluorescence polarization; R2B truncated from residue 108, S112A mutant; 0% DMSO only, 100% 113 µM cGMP | activation, % at 11.4 µM | actives 0.079% (n = 340,000) | AID 504700;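 active = activation above a cutoff set at the mean over all compounds plus 3 SD, cut at about 18% in these data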;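 also: higher means more holoenzyme dissociation and a rise in polarization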
Target sequence (P31323 whole entry, looked up, other chains not shown, the tested form may be a part): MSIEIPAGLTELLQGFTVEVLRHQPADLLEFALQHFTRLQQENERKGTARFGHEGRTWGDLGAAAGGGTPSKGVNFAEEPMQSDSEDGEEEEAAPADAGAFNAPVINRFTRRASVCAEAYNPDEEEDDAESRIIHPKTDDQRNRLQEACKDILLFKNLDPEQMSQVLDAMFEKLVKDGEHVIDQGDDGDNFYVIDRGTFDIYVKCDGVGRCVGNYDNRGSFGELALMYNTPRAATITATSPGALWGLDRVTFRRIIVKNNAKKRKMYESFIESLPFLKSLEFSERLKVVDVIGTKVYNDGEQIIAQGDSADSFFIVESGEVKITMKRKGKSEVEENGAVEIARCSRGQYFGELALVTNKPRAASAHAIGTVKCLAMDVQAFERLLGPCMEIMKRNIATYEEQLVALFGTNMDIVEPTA
Arr AP2 block: human beta-arrestin and AP2 interaction inhibition; FITC-arrestin peptide / GST-AP2 beads, flow cytometry; AP2 beta2 appendage carries R879A mutation; inhibition, % at 10 µM; actives 0.31% (n = 340,000);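 active = inhibition above a set limit, near 3 SD of compounds lacking own fluorescence, cut at about 54% in these data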;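 also: plate controls were DMSO wells for no effect and 5 µM unlabelled arrestin peptide for full effect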
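Measured by: flow cytometry, FL1 (488/535 nm); Material: AP2 appendage R879A on GSH beads; Evaluation: percent response; Timing: pre-incubation 12 min, peptide binding 1 h, room temperature; Also added: 50 nM FITC-arrestin peptide; Medium: PBS with 0.05% Tween 20 and 0.1% BSA.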
C-LANA FP: inhibitors of KSHV LANA C-terminal domain DNA binding | MBP-C-LANA/FAM-LBS DNA binding, fluorescence polarization | inhibition, % at 9 µM | actives 0.078% (n = 340,000) | AID 504423;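 active = highest replicate inhibition at or above 60% at 9 µM, even if other replicates fall short; inactive = all replicates below 60% inhibition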;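 also: 0% = neutral control wells and 100% = 4 µM acridine orange control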
PvdQ inh: blocks Pseudomonas aeruginosa PvdQ acylase activity. purified PvdQ acylase, fluorescence plate reader. inhibition, % at 10 µM. actives 0.063% (n = 340,000). AID 488965; in the data active = inhibition above about 30%, passing the limit was not always enough;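 also: 0% = vehicle neutral wells and 100% = reference inhibitor wells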
Keap1 Nrf2 FP: inhibitors of human Keap1-Nrf2 protein-protein interaction | actives 0.15% (n = 340,000) | AID 504523 | Q14145 | inhibition, % at 9.4 µM | Keap1 Kelch-Nrf2 peptide fluorescence polarization, 1536-well; in the data active = inhibition above about 12%;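 also: human Keap1 Kelch domain with fluorescein labeled Nrf2 9mer peptide probe; 0% = neutral control wells and 100% = peptide positive control; higher means more block of Keap1 binding to Nrf2 peptide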
SR-BI DiI-HDL act: SR-BI HDL lipid transfer activation; CHO ldlA[mSR-BI] cells, DiI-HDL uptake fluorescence, 3 h; 100 = double the neutral-control signal; activation, % at 12.5 µM; actives 0.096% (n = 320,000);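 active = mean replicate activation of at least 60% and every replicate at or above 60%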;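 also: 0% = median plate neutral-control signal and 100% = twice that signal; values of inactives mirror those of a sister screen read the other way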
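system = CHO ldlA[mSR-BI] cells, LDL receptor-null, SR-BI overexpressing | medium = Ham's F12 with 0.5% BSA, HEPES 25 mM, pH 7.4 | probe or stimulus = DiI-HDL 10 µg/mL | compound dosing = single-point compound dose | incubation = compound exposure 3 h, 37 °C | technique = DiI fluorescence, bottom read | read-out = cell-associated DiI fluorescence as measure of HDL uptake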
RTF Ca sens inh: cardiac RTF calcium desensitization | actives 0.12% (n = 340,000) | IANBD-labeled cardiac RTF, Ca2+ fluorescence | AID 493244 | P19429+P45379 | inhibition, % at 7.15 µM;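 active = inhibition above the mean inhibition of all tested compounds plus 3 SD, cut at about 17% in these data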;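 also: assay run at fixed EC70 calcium of 1.6 mM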
SR-BI HDL uptake: inhibitors of mouse SR-BI mediated HDL lipid uptake | inhibition, % at 12.5 µM | ldlA[mSR-BI] CHO cells, DiI-HDL uptake fluorescence, 3 h | actives 0.96% (n = 320,000) | Q61009 | AID 488896;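 active = mean replicate inhibition of at least 70% and a set share of replicates each scoring 70 or more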;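 also: 0% = median of neutral control wells and 100% = median of positive control wells; values of inactives mirror those of a sister screen read the other way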
DAGLB inh: blocks human DAGLB lipase activity; Q8NCG7; HEK293T DAGLB membrane lysate, EnzChek fluorogenic substrate; inhibition, % at 5.17 µM; actives 0.059% (n = 340,000); in the data active = inhibition above about 34%;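 also: 0% = enzyme with vehicle and 100% = wells lacking enzyme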
Target sequence (Q8NCG7 whole entry, looked up): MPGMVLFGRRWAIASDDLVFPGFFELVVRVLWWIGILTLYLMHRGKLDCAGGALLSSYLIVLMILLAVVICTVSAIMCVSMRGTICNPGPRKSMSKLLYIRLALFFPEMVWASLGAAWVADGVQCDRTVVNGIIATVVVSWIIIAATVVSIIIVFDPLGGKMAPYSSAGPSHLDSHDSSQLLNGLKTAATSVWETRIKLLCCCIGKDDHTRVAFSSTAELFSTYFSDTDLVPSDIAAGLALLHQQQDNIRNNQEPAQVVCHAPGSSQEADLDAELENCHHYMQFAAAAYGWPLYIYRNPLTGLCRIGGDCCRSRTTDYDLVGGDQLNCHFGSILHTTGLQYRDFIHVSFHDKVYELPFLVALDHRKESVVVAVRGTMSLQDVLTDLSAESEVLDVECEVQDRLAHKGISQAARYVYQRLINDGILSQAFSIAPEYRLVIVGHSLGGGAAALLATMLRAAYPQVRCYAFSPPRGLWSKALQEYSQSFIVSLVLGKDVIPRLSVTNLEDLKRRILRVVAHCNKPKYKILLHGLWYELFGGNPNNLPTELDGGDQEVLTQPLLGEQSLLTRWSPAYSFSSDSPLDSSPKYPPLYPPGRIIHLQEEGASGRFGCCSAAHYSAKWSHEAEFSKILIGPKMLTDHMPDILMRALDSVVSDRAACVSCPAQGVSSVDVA
NSD2 inh: blocks human histone methyltransferase NSD2 | O96028 | NSD2 peptide methylation, AlphaScreen, 120 min | inhibition, % at 12.5 µM | actives 0.54% (n = 310,000); in the data active = inhibition above about 50%
The depositor's hits bear a star; . = not tested or not shown.

Molecule	PKA-R2B act	Arr AP2 block	C-LANA FP	PvdQ inh	Keap1 Nrf2 FP	SR-BI DiI-HDL act	RTF Ca sens inh	SR-BI HDL uptake	DAGLB inh	NSD2 inh
O=C1CC(Sc2ccc(Cl)cc2)C(=O)N1Cc1ccncc1 (stereo not drawn)	0	31	1.6	-9	-4	11	-8	-11	4	0
O=C(Oc1cccc([N+](=O)[O-])c1)c1ccc2c(=O)n3c(nc2c1)CCC3	-3	0	0.8	-11	-3	2	-2	-2	0	0
Cc1ccc(S(=O)(=O)N(C)C)cc1NC(=O)C(C)N(C)Cc1sccc1C (stereo not drawn)	2	43	-1.9	9	2	-17	9	17	-2	1
O=C(O)CN1C(=O)c2cccc3c(Br)ccc1c23	-7	-6	-0.8	-12	-2	-1	0	1	-1	-2
O=C(c1ccc(Br)cc1)C(CN1CCOCC1)c1ccccc1 (stereo not drawn)	0	9	-1.4	-6	-2	-13	-8	13	17	2
OCOCCCn1c(C2CCCN2c2nc(-c3ccc(F)cc3)cs2)nc2cc(Cl)c(N3CCCCC3)cc21 (stereo not drawn)	-6	-6	-1.9	8	-10	-4	2	4	0	.
CN(CCNC(=O)c1cc2c(-c3ccccc3F)nn(C)c2s1)C1CCCCC1	0	-11	-4.8	10	-3	-42	-12	42	1	8
O=C(NCc1ccccc1Cl)C1CCCN(C(=O)Nc2ccc(F)cc2)C1 (stereo not drawn)	-12	15	-0.5	1	-1	-17	7	17	-3	-7
FC(F)(F)c1cnc(C(c2ccccc2)c2ncn[nH]2)c(Cl)c1 (stereo not drawn)	-7	5	1.0	0	-3	7	4	-7	-2	-2
O=C(/C=C/c1ccc(Cl)cc1)Nc1ccccc1N1CCOCC1	0	-18	0.5	-10	-1	-17	-10	17	-10	0
CCCCN(C(=O)CSc1nnc(-c2ccc(OC)cc2)n1C(C)C)c1c(N)n(Cc2ccccc2)c(=O)[nH]c1=O	4	-14	-0.1	-23	-1	-30	-24	30	4	1
COc1ccccc1C(=O)N(C1=NC(C)CS1)c1ccc(Cl)cc1 (stereo not drawn)	2	5	0.3	-6	1	-2	-5	2	-2	0
COc1ccc([N+](=O)[O-])cc1NC(=O)c1cccnc1	10	16	-5.4	-7	1	-4	-11	4	2	1
CCN(CC(=O)NCc1cccs1)C(=O)/C=C/c1ccc(OC)c(OC)c1	5	-1	-0.7	4	-2	2	-9	-2	-1	-1
Cc1ccc(C(=O)Nn2cnnc2)c(Cl)c1	4	10	-1.7	-6	1	9	-4	-9	0	-1
CCOc1ccc(NC(=O)Nc2c(C)n(C)n(-c3ccccc3)c2=O)cc1	-8	5	2.1	-15	-8	.	-2	.	1	0
Cc1cc(=O)oc2c(C)cc(C(C)(C)C)cc12	-10	0	-1.5	-8	-3	-1	0	1	-4	-2
Cc1ccc(NC(=O)/C=C/c2cccc(C(F)(F)F)c2)cc1	-5	-6	0.8	-8	1	-13	-5	13	-7	-1
Cc1ccc(OCC(=O)N2CCN(C(=O)c3ccc([N+](=O)[O-])cc3)CC2)cc1	-6	8	0.7	-2	3	-36	0	36	0	-1
CCSC1=N/C(=C\c2ccccc2)C(=O)N1	-10	0	-1.3	-2	-1	11	1	-11	0	2
O=C(CC1CCCC1)NCCS(=O)(=O)N1CCN(c2ccccc2F)CC1	-3	31	-0.7	-8	-3	-3	-14	3	5	1
COc1cc(-c2noc(C)c2C#CCO)cc(OC)c1OC	2	7	2.3	7	-2	-51	-23	51	-4	.
CCCCC(=O)Nc1ccc(NC(=O)c2ccc3c(c2)OCO3)cc1OC	-3	2	0.1	-3	0	-64	-4	64	0	-2
CCCS(=O)(=O)c1c(S(=O)(=O)CCC)c2c(C)cccn2c1C(=O)N/N=C/c1cc(O)cc(O)c1	-9	4	-2.9	6	-2	.	-4	.	3	.
COc1ccc(C2C(C#N)=C(N)Oc3n[nH]c(C)c32)cc1Cn1nnc2ccccc21 (stereo not drawn)	0	29	-0.1	7	-11	-16	3	16	-1	4
CCCCN(C(=O)C1CC(=O)N(c2ccc(CC)cc2)C1)c1c(N)n(CCC)c(=O)[nH]c1=O (stereo not drawn)	3	-3	-1.0	-9	-14	6	-9	-6	1	-1
NS(=O)(=O)c1ccc(Nc2ncccc2[N+](=O)[O-])cc1	-1	13	-0.6	11	-2	-4	-2	4	2	3
CCN1CCN(C(=O)Cn2ncc3c2-c2ccccc2OC3)CC1	1	14	1.0	1	-4	29	6	-29	-1	.
COc1ccc(CNCc2c(O)c(Cl)cc3c(C)c(C)c(=O)oc23)c(OC)c1	-1	-9	-1.2	-68	-2	-9	-8	9	-1	0
O=C(Nc1ccc(-c2nnn(CC(=O)N3CCN(C(=O)c4ccco4)CC3)n2)cc1)c1ccc(F)cc1	-5	10	2.4	2	-1	-54	-10	54	1	1
O=c1[nH]c(CSc2nnc(COc3ccccc3)n2-c2ccccc2)nc2ccccc12	-2	26	1.3	0	0	12	-5	-12	1	1
CC(C)Oc1ccc(C(CC(=O)O)NC(=O)CSc2ncn[nH]2)cc1 (stereo not drawn)	-3	4	-0.2	2	-7	10	2	-10	4	4
CCN(C[C@H]1N[C@@](Cc2ccccc2)(C(=O)OC)[C@H]2C(=O)N(C)C(=O)[C@@H]12)S(=O)(=O)c1ccccc1	-6	13	0.0	3	-4	17	3	-17	-1	.
COc1ccc(-n2nc(C(=O)NCC(=O)N3CCN(c4ccccc4OC)CC3)c3ccccc3c2=O)cc1OC	-16	1	1.9	-3	-1	-31	-17	31	1	-1
COc1ccc(CCNC(=O)c2c(O)c3c([nH]c2=O)CCCC3)cc1OC	-6	5	-2.0	-14	-1	10	10	-10	-2	-4
Cc1ccc(S(=O)(=O)n2c([N+](=O)[O-])cnc2C)c(C)c1C	-7	8	-1.5	-10	-3	44	2	-44	0	0
CCOC(=O)c1cc2c(=O)[nH]ccc2nc1C	-3	-4	-1.9	-14	-3	8	-1	-8	3	-4
COc1ccc(NC(=O)C(C)N(c2ccc(C)cc2)S(C)(=O)=O)cc1 (stereo not drawn)	2	-1	0.9	-18	3	14	-3	-14	-1	-2
CC(C)C(=O)Nc1ccc(C(=O)NNC(=S)NC(=O)c2cccs2)cc1	-9	-1	-0.7	-3	0	-10	1	10	1	1
Fc1ccc(C(CNC(=S)NC2CCCCC2)N2CCOCC2)cc1 (stereo not drawn)	4	16	-0.3	-2	-1	5	1	-5	0	0
Cc1nc(-c2ccc(C(=O)N3CCCC3)cc2)cs1	1	17	-3.8	8	-4	-6	9	6	-8	-8
CCOC(=O)c1cnn(-c2ccc(C)cc2)c1N	-3	-5	0.1	-16	1	-3	-14	3	-1	-1
Cc1ccc(N=Nc2c(C)[nH]n(-c3ccccc3)c2=O)c(C)c1	0	5	2.4	-15	-2	8	-5	-8	-9	1
Brc1cccc(-c2nnc3n2CCCCC3)c1	-12	5	1.5	-9	-2	.	-3	.	-1	1
COc1ccc(C(C)=O)cc1Cn1c(=O)cc(C)[nH]c1=O	-5	0	1.7	-11	-11	.	-36	.	1	0
COc1ccc(-c2cc(=O)c3c(C)cc(O)cc3o2)cc1	-1	11	5.7	6	-1	-29	6	29	-5	-3
CCN1CCN(c2nnc(-c3ccc(F)cc3)c3ccccc23)CC1	-7	-2	0.9	7	-2	.	4	.	0	13
COc1cc(C(=O)NCC(=O)N/N=C/c2ccc(-c3cccc([N+](=O)[O-])c3)o2)cc(OC)c1OC	0	-1	-1.0	-4	-3	.	-17	.	2	-1
CCN(C(=O)CSc1nnnn1-c1ccccc1OC)C1CCS(=O)(=O)C1 (stereo not drawn)	-8	-1	-2.0	3	-4	8	-4	-8	1	-4
C=CCNc1nc(N2CCCC2)nc2ccccc12	-8	4	1.1	9	-7	12	1	-12	1	3

One compound at a time, as listed above.
CC(C)Oc1ccc(C(CC(=O)O)NC(=O)CSc2ncn[nH]2)cc1 (stereo not drawn) is entered as PKA-R2B act = -3; Arr AP2 block = 4; C-LANA FP = -0.2; PvdQ inh = 2; Keap1 Nrf2 FP = -7; SR-BI DiI-HDL act = 10; RTF Ca sens inh = 2; SR-BI HDL uptake = -10; DAGLB inh = 4; NSD2 inh = 4
Fc1ccc(C(CNC(=S)NC2CCCCC2)N2CCOCC2)cc1 (stereo not drawn) is entered as PKA-R2B act = 4; Arr AP2 block = 16; C-LANA FP = -0.3; PvdQ inh = -2; Keap1 Nrf2 FP = -1; SR-BI DiI-HDL act = 5; RTF Ca sens inh = 1; SR-BI HDL uptake = -5; DAGLB inh = 0; NSD2 inh = 0

Next results
Molecule	PKA-R2B act	Arr AP2 block	C-LANA FP	PvdQ inh	Keap1 Nrf2 FP	SR-BI DiI-HDL act	RTF Ca sens inh	SR-BI HDL uptake	DAGLB inh	NSD2 inh
CC[N+](CC)(CC)CCCCOc1ccc2c(c1)C(=O)c1cc(OCCCC[N+](CC)(CC)CC)ccc1-2	4	-5	-9.7	0	1	6	-6	-6	-4	16
CCOC(=O)c1ccc(NC(=O)CN2C(=O)C(C)SC(C)C2=O)cc1 (stereo not drawn)	-8	-2	0.4	-8	3	-41	-7	41	-5	-1
COc1ccc(CNC(=O)CN(Cc2ccc(OC)cc2)C(=O)CCC(=O)Nc2nccs2)cc1	-3	15	-0.8	-7	4	-2	-17	2	0	1
CC1CCN(S(=O)(=O)c2cc(Cl)ccc2Br)CC1	6	4	2.3	-13	-2	-11	-5	11	-12	-14
CC1=C(C)CC(C(=O)NCC(=O)c2ccccc2)C(C(=O)O)C1 (stereo not drawn)	-5	27	1.0	7	-1	5	-16	-5	-1	-3
N#CC1=C(N)SC(N)=C(C#N)C1Cc1ccccc1	14	6	-4.9	-4	-24	2	-73	-2	-5	.
Clc1ccccc1Cn1c(/C=C/c2ccco2)nc2ccccc21	-4	22	0.6	5	-3	-11	-10	11	2	0
Cn1c(CN2CCCC2)nc2cc(NS(=O)(=O)c3ccc(Cl)cc3)ccc21	-6	-2	0.7	-19	-1	-41	-7	41	0	7
Cc1ccc2cc(CCNC(=O)C(C)C)c(=O)[nH]c2c1C	2	19	0.8	-8	3	.	-12	.	1	.
Cc1ccc(N(C(=O)c2csnn2)C(C(=O)NC(C)(C)C)c2ccncc2)cc1 (stereo not drawn)	-7	-7	4.9	17	-4	24	-9	-24	0	-1
Cc1c(Cl)cccc1NC(=S)NC(=O)CCN1C(=O)c2ccccc2C1=O	1	-25	-0.3	-10	-5	2	1	-2	1	-1
Cc1ccc(-c2n[nH]c(=S)n2Cc2ccccc2)cc1	8	-1	-0.4	-9	3	-3	-14	3	0	32
Cc1ccc(-n2nc3c(c2NC(=O)CC(C)C)CS(=O)(=O)C3)c(C)c1	0	15	-1.0	25	-3	-19	0	19	-5	1

Screening results from PubChem BioAssay.
